RBBP9 inhibitor – inhibitors of human serine hydrolase RBBP9; 220,000 tested, 0.2% active; O75884; recombinant RBBP9, FP-Rh probe fluorescence polarization; inhibition, % at 7.94 µM;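 active = inhibition above the campaign mean of all tested compounds plus 3 SD, cut at about 14% in these data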;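 note: plate controls were DMSO wells with RBBP9 for no effect and wells lacking RBBP9 protein for full effect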
Target sequence (O75884 whole entry, looked up): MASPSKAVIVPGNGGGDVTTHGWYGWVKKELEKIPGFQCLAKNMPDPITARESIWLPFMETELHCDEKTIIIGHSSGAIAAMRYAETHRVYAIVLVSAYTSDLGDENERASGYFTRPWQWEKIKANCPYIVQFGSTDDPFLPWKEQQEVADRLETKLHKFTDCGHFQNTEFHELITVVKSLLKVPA
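system = RBBP9 protein | input = RBBP9 at 2.5 µM in dispensed solution, before mixing | measured by = fluorescence polarization (mP), excitation 525 nm, emission 598 nm | incubation = enzyme-compound preincubation 30 min, then probe labeling 45 min, 25 °C | buffer or medium = Tris-NaCl-Pluronic buffer, pH 8.0 | compound = single dose 7.94 µM | also added = FP-Rh probe, 375 nM dispensing solution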
TbHK1 inh – T. brucei hexokinase 1 inhibition | 220,000 tested, 0.11% active | AID 1430 | inhibition, % at 10 µM | recombinant TbHK1, G6PDH-coupled NADH A340;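 active = inhibition of 50% or more in the single-dose primary screen; inactive = inhibition below 50%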
p47phox inh – inhibitors of human p47phox binding; 220,000 tested, 0.53% active; P14598; p47phox/p22phox peptide binding, fluorescence polarization, 2 h; inhibition, % at 24.7 µM;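 active = inhibition above about 30%, limit read from the data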;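 note: 0% = p47phox with labelled peptide and 100% = labelled peptide alone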
Furin inh – inhibitors of human furin | P09958 | purified furin, fluorogenic substrate cleavage | inhibition, % at 30 µM | 220,000 tested, 0.061% active | AID 463115; in the data active = inhibition above about 25%; note: inactives centre near -15
p97 inhibitor – blocks human p97 ATPase activity; P55072; recombinant p97 ATPase, Kinase-Glo ATP luminescence, 3 h; inhibition, % at 8 µM; 220,000 tested, 0.42% active; AID 1481; in the data active = inhibition above about 15%;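 note: 0% = DMSO vehicle and 100% = wells lacking enzyme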
Runt-CBFb FRET – Runt domain-CBFb interaction inhibition. Q01196+Q13951. Cerulean-Runt/Venus-CBFb FRET ratio 530/480, 1 h. inhibition, % at 20 µM. 220,000 tested, 0.46% active;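 active = inhibition over about 50% at 20 µM in the single-dose screen, limit read from the data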;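 note: 0% = DMSO wells and 100% = excess unlabeled CBFb competitor control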
Target sequence (Q01196 whole entry, looked up, the tested form may be a part): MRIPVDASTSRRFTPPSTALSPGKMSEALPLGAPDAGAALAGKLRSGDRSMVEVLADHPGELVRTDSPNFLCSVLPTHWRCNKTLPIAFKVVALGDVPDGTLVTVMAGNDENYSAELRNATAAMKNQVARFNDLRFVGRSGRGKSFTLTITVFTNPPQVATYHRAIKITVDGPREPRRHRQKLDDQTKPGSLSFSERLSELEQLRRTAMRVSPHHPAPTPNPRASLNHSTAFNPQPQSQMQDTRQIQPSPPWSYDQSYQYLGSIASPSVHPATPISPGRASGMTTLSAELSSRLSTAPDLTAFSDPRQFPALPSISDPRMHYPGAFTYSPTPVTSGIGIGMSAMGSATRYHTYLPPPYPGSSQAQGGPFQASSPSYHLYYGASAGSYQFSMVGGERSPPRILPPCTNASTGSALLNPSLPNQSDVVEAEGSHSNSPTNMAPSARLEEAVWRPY
Target sequence (Q13951 whole entry, looked up, the tested form may be a part): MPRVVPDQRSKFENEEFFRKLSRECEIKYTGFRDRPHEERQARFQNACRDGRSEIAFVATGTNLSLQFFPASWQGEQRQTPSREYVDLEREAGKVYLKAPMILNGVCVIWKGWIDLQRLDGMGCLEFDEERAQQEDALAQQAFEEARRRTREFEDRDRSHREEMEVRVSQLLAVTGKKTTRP
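test system = Cerulean-Runt domain fusion protein, energy donor | probe or stimulus = Venus-CBFb binding partner, 100 nM | incubation = two 1 h room-temperature incubations shielded from light | detection = fluorescence energy transfer, 422 nm excitation, 530/480 nm emission | measure = loss of energy transfer signal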
Runt-SMMHC FRET – inhibitors of human RUNX1 Runt domain binding to CBFb-SMMHC. Q01196+Q13951. Cerulean-Runt/Venus-CBFb-SMMHC FRET ratio 530/480, 1 h. inhibition, % at 20 µM. 220,000 tested, 0.74% active. AID 1434;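 active = mean inhibition across duplicate retests at 20 µM reaching about 50%, limit read from the data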;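 note: 0% = DMSO wells and 100% = wells with excess untagged CBFb-SMMHC; inhibitors lower the FRET ratio by blocking Runt binding to CBFb-SMMHC; some results filed as inactive read as strong as hits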
Calpain2 inh – calpain II (pig) inhibition; purified calpain II, fluorogenic peptide substrate, 30 min; 220,000 tested, 0.37% active; inhibition, % at 16 µM;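 active = inhibition above about 50%, limit read from the data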
EBV gp42 block – inhibitors of Epstein-Barr virus glycoprotein 42; 220,000 tested, 0.42% active; Fluorescence polarization binding assay, mP read-out; Q1HVG2; inhibition, % (tested at 21.74 µM); AID 1085; in the data active = inhibition above about 50%
Target sequence (Q1HVG2 whole entry, looked up): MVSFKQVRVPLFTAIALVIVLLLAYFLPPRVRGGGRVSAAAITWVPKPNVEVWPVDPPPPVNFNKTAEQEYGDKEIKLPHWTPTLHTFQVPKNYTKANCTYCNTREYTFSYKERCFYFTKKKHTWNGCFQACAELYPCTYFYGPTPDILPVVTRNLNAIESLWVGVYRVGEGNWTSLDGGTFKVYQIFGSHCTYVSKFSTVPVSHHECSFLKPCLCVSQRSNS
An asterisk follows results filed as active; [ ] = remark or other dose.

For Cc1ccc(NC(=O)CNc2ccc(Cl)c(Cl)c2)cc1S(=O)(=O)N(C)C the results were RBBP9 inhibitor -17.1, TbHK1 inh 5.1, p47phox inh -26.3, Furin inh -0.5, p97 inhibitor -8.3, Runt-CBFb FRET -1.0, Runt-SMMHC FRET 3.1, Calpain2 inh 12.5 and EBV gp42 block 9.2.
Screening CCOc1ccc2nc(SCC(=O)Nc3ccc4c(c3)OCO4)sc2c1 returned RBBP9 inhibitor -3.4, TbHK1 inh 1.5, p47phox inh -9.9, Furin inh -15.9, p97 inhibitor -5.5, Runt-CBFb FRET -1.0, Runt-SMMHC FRET 1.4, Calpain2 inh 25.0 and EBV gp42 block -17.2.
`CC1(C)CC(=O)C2=C(C1)N(c1ccccc1)C(=O)CC2c1ccc(O)cc1` (stereo not given) gave RBBP9 inhibitor -4.1, TbHK1 inh 3.4, p47phox inh -0.7, Furin inh -35.3, p97 inhibitor 3.3, Runt-CBFb FRET 1.0, Runt-SMMHC FRET 1.4, Calpain2 inh -41.1 and EBV gp42 block -5.2.
Screening CCOC(=O)C1C(=O)CC(C)(O)C(C(=O)OCC)C1c1ccc(OCC)cc1 (stereo not given) returned RBBP9 inhibitor -1.3, TbHK1 inh 7.8, p47phox inh -1.3, Furin inh -10.8, p97 inhibitor 3.0, Runt-CBFb FRET 1.9, Runt-SMMHC FRET 2.5, Calpain2 inh -4.0 and EBV gp42 block -17.8.
For CC(C)C(=O)NNS(=O)(=O)c1ccccc1[N+](=O)[O-] the results were RBBP9 inhibitor -11.8, TbHK1 inh 35.9, p47phox inh -1.7, Furin inh -2.8, p97 inhibitor -1.1, Runt-CBFb FRET 2.8, Runt-SMMHC FRET 1.6, Calpain2 inh 18.5 and EBV gp42 block -8.1.
Cc1c(C(=O)OC2CCC(C)CC2)[nH]c2c1C(=O)CCC2 (stereo not given) was read as RBBP9 inhibitor 1.0, TbHK1 inh 0.8, p47phox inh -10.6, Furin inh -19.6, p97 inhibitor -2.2, Runt-CBFb FRET -1.3, Runt-SMMHC FRET 0.1, Calpain2 inh 8.6 and EBV gp42 block -2.4.
`CC(C)NC(=O)CC1C(=O)N(Cc2ccccc2)C(C)c2nc3ccccc3n21` (stereo not given) gave RBBP9 inhibitor -4.9, TbHK1 inh -1.5, p47phox inh -7.2, Furin inh -22.2, p97 inhibitor 0.1, Runt-SMMHC FRET 1.4, Calpain2 inh 7.7 and EBV gp42 block -6.5.
COc1ccccc1CNC(=O)CSc1nc2nc(C)cc(C)n2n1 was read as RBBP9 inhibitor -1.4, TbHK1 inh 13.2, p47phox inh -5.5, Furin inh -25.5, p97 inhibitor 1.6, Runt-CBFb FRET -0.7, Runt-SMMHC FRET 0.9, Calpain2 inh 17.7 and EBV gp42 block -14.5.
O=C(Nc1ccc(N2CCOCC2)cc1)C1CCCCN1S(=O)(=O)c1ccccc1 (stereo not given) was read as RBBP9 inhibitor -7.1, TbHK1 inh -6.2, p47phox inh -17.1, Furin inh -27.7, p97 inhibitor 3.2, Runt-CBFb FRET 1.8, Runt-SMMHC FRET 0.1, Calpain2 inh -16.3 and EBV gp42 block -11.9.
For C(=N\n1cnnc1)/c1cccnc1 the results were RBBP9 inhibitor 3.5, TbHK1 inh -4.1, p47phox inh -0.1, Furin inh -19.1[20 µM], p97 inhibitor 10.8, Runt-CBFb FRET 1.5, Runt-SMMHC FRET 2.0, Calpain2 inh -12.9 and EBV gp42 block -20.0.
`CCOC(=O)N1CCC(N2CCN(Cc3ccccc3)C(CCO)C2)CC1` (stereo not given) gave RBBP9 inhibitor -8.4, TbHK1 inh 0.4, p47phox inh -12.1, Furin inh -29.5, p97 inhibitor -0.3, Runt-CBFb FRET 1.3, Runt-SMMHC FRET 1.9, Calpain2 inh -11.2 and EBV gp42 block -9.8.
For CN1C(=S)SC(/[N+]([O-])=C/c2cccnc2)C1(C)C (stereo not given) the results were RBBP9 inhibitor -5.1, TbHK1 inh -0.4, p47phox inh -9.5, Furin inh -12.7, p97 inhibitor -2.6, Runt-CBFb FRET -0.8, Runt-SMMHC FRET -3.1, Calpain2 inh -21.9 and EBV gp42 block -5.6.
For CC(C)c1ccc(N=c2c([N+](=O)[O-])nn(-c3ccc4c(c3)OCCO4)n2O)cc1 the results were RBBP9 inhibitor -3.4, TbHK1 inh -4.4, p47phox inh 21.5, Furin inh -25.6[20 µM], p97 inhibitor 4.5, Runt-SMMHC FRET -8.3, Calpain2 inh 14.8 and EBV gp42 block -7.1.
Clc1ccc(C2=NNC(=NCC3CCCO3)SC2)cc1 (stereo not given) was read as RBBP9 inhibitor -6.0, TbHK1 inh -10.5, p47phox inh -5.8, Furin inh 2.9, p97 inhibitor 6.9, Runt-CBFb FRET 2.7, Runt-SMMHC FRET -1.1, Calpain2 inh 4.2 and EBV gp42 block -3.5.
CC(C)(C)c1nc(Sc2ccc([N+](=O)[O-])cn2)n[nH]1 was read as RBBP9 inhibitor -3.3, TbHK1 inh -23.3, p47phox inh -9.6, Furin inh -12.1, p97 inhibitor 6.3, Runt-CBFb FRET 4.8, Runt-SMMHC FRET -1.0, Calpain2 inh -4.6 and EBV gp42 block -15.8.
Screening CCOc1ccc(N(CC(=O)NC2CCCC2)C(=O)CSc2nnc(COc3ccccc3)o2)cc1 returned RBBP9 inhibitor 1.5, TbHK1 inh 3.7, p47phox inh -3.1, Furin inh 8.9[20 µM], p97 inhibitor -9.2, Runt-CBFb FRET -5.4, Runt-SMMHC FRET -1.1, Calpain2 inh -17.5 and EBV gp42 block -18.7.
`COC(=O)c1ccccc1NC(=O)CSc1ncccn1` gave RBBP9 inhibitor 1.7, TbHK1 inh -1.9, p47phox inh -8.8, Furin inh -1.9, p97 inhibitor 1.1, Runt-CBFb FRET 1.8, Runt-SMMHC FRET 0.3, Calpain2 inh 3.5 and EBV gp42 block -2.7.
`Cc1ccc(C)c(NC(=O)CN(C)C(=O)c2cccc(S(=O)(=O)N(C)C)c2)c1` gave RBBP9 inhibitor 0.3, TbHK1 inh -3.5, p47phox inh -1.2, Furin inh -16.0, p97 inhibitor 4.8, Runt-CBFb FRET 0.0, Runt-SMMHC FRET 2.7, Calpain2 inh -15.8 and EBV gp42 block -13.6.
COc1ccc(C2CC(=O)Oc3cc(O)cc(O)c32)cc1 (stereo not given) was read as TbHK1 inh -18.0, p47phox inh 1.0, Furin inh -37.9, Runt-CBFb FRET 0.1, Runt-SMMHC FRET 0.2, Calpain2 inh -13.6 and EBV gp42 block -6.7.
Screening O=c1[nH]c2cc3c(cc2cc1C(c1nnnn1C1CCCCC1)N1CCSCC1)OCCO3 (stereo not given) returned RBBP9 inhibitor -9.0, TbHK1 inh -18.4, p47phox inh -4.2, Furin inh -15.5[20 µM], p97 inhibitor 5.4, Runt-CBFb FRET -32.9, Runt-SMMHC FRET -74.1, Calpain2 inh -92.8 and EBV gp42 block -9.9.
COc1ccc(N2C(=O)C3CCCN3C2c2cccc(OC)c2)cc1 (stereo not given) was read as RBBP9 inhibitor -6.8, TbHK1 inh -2.9, p47phox inh -13.8, Furin inh -26.2, p97 inhibitor 6.2, Runt-CBFb FRET 2.1, Runt-SMMHC FRET 0.5, Calpain2 inh 1.7 and EBV gp42 block -7.5.
`Cc1ccc(NC(=O)CCN2C(=O)c3cccc4cccc(c34)C2=O)cc1` gave RBBP9 inhibitor -7.7, TbHK1 inh -1.9, p47phox inh -31.2, Furin inh -13.0, p97 inhibitor -0.6, Runt-CBFb FRET -4.5, Runt-SMMHC FRET -15.2, Calpain2 inh -0.7 and EBV gp42 block -0.5.
For COc1ccc(OC)c(-c2csc(CCn3nc(C)cc3C)n2)c1 the results were RBBP9 inhibitor -7.1, TbHK1 inh 4.2, p47phox inh -1.2, Furin inh -0.7, p97 inhibitor -3.4, Runt-CBFb FRET -0.5, Runt-SMMHC FRET 3.2, Calpain2 inh 17.8 and EBV gp42 block -5.8.
For Cn1c(Cn2c(=O)sc3ccccc32)nnc1SCC(=O)Nc1cccc(Cl)c1 the results were RBBP9 inhibitor -4.1, TbHK1 inh 41.3, p47phox inh -1.5, Furin inh -11.4, p97 inhibitor -0.2, Runt-CBFb FRET -1.7, Runt-SMMHC FRET 1.5, Calpain2 inh 4.0 and EBV gp42 block -37.1.
For CC1CCC2(CC1)NC(=O)N(Cc1cccc(C(F)(F)F)c1)C2=O (stereo not given) the results were RBBP9 inhibitor -6.1, TbHK1 inh 1.6, p47phox inh -5.7, Furin inh -11.1, p97 inhibitor 1.1, Runt-CBFb FRET -4.2, Runt-SMMHC FRET 0.8, Calpain2 inh 4.9 and EBV gp42 block -6.8.
Screening O=c1c2ccccc2nc(SCc2ccc(F)cc2Cl)n1CCCN1CCOCC1 returned RBBP9 inhibitor -9.1, TbHK1 inh -11.0, p47phox inh -22.1, Furin inh -12.3, p97 inhibitor -9.0, Runt-CBFb FRET -3.2, Runt-SMMHC FRET -2.8, Calpain2 inh 3.1 and EBV gp42 block -2.0.
`O=S(=O)(c1ccc(F)cc1)N1CCN(c2ccccc2)CC1` gave RBBP9 inhibitor -4.0, TbHK1 inh -1.8, p47phox inh -7.5, Furin inh -34.7[20 µM], p97 inhibitor 2.4, Runt-CBFb FRET 0.8, Runt-SMMHC FRET -1.7, Calpain2 inh -10.0 and EBV gp42 block -8.6.
c1ccc(-c2cc(N3CCCCC3)ncn2)cc1 was read as RBBP9 inhibitor -4.0, TbHK1 inh -2.6, p47phox inh -3.0, Furin inh 0.9[20 µM], p97 inhibitor -0.1, Runt-CBFb FRET -0.3, Runt-SMMHC FRET -4.5, Calpain2 inh -5.4 and EBV gp42 block -6.6.
CCn1c(O)c(N=N)c2ccccc21 was read as RBBP9 inhibitor -7.0, TbHK1 inh -11.3, p47phox inh -9.2, Furin inh -21.0, p97 inhibitor 3.3, Runt-CBFb FRET 2.7, Runt-SMMHC FRET 4.9, Calpain2 inh -9.9 and EBV gp42 block -20.2.
For c1ccc(CSc2nnc(-c3cccs3)n2Cc2ccco2)cc1 the results were RBBP9 inhibitor 1.4, TbHK1 inh 18.5, p47phox inh -8.3, Furin inh -19.4[20 µM], p97 inhibitor -1.5, Runt-CBFb FRET 2.1, Runt-SMMHC FRET 2.8, Calpain2 inh 21.9 and EBV gp42 block -15.3.
For Cc1nnc(NC(=O)c2nn(CC(C)C)c(=O)c3ccccc23)s1 the results were RBBP9 inhibitor 2.5, TbHK1 inh -2.3, p47phox inh 2.2, Furin inh -28.3, p97 inhibitor -2.9, Runt-CBFb FRET 0.6, Runt-SMMHC FRET -2.1, Calpain2 inh 3.7 and EBV gp42 block 3.4.
For CCn1c(=O)c(C)nn2c3ccccc3nc12 the results were RBBP9 inhibitor -1.1, TbHK1 inh -15.4, p47phox inh -4.4, Furin inh -19.0, p97 inhibitor 4.3, Runt-CBFb FRET -2.1, Runt-SMMHC FRET -1.1, Calpain2 inh -12.0 and EBV gp42 block -28.6.
Screening COc1cc2ccccc2cc1C(=O)NCC(c1cccs1)N(C)C (stereo not given) returned RBBP9 inhibitor 0.4, TbHK1 inh 6.0, p47phox inh -3.6, Furin inh -30.9, p97 inhibitor 1.2, Runt-CBFb FRET 0.5, Runt-SMMHC FRET 0.3, Calpain2 inh -39.6 and EBV gp42 block -11.6.

Quoted at random: 2 entries already listed.
`O=S(=O)(c1ccc(F)cc1)N1CCN(c2ccccc2)CC1` gave RBBP9 inhibitor -4.0, TbHK1 inh -1.8, p47phox inh -7.5, Furin inh -34.7[20 µM], p97 inhibitor 2.4, Runt-CBFb FRET 0.8, Runt-SMMHC FRET -1.7, Calpain2 inh -10.0 and EBV gp42 block -8.6.
For CCn1c(=O)c(C)nn2c3ccccc3nc12 the results were RBBP9 inhibitor -1.1, TbHK1 inh -15.4, p47phox inh -4.4, Furin inh -19.0, p97 inhibitor 4.3, Runt-CBFb FRET -2.1, Runt-SMMHC FRET -1.1, Calpain2 inh -12.0 and EBV gp42 block -28.6.

Screening results (PubChem BioAssay)
